GDH-TPI counter: GDH-TPI coupling enzyme inhibitors, primary screen, artefact control for M. tuberculosis FBA inhibitor project, biochemical, absorbance, full deck; GDH-TPI coupled enzyme counterscreen, NADH absorbance; inhibition, % at 4.8 µM; actives 1.2% (n = 360,000); AID 588335, 2011; in the data active = inhibition above about 30%;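 note: 0% = DMSO wells and 100% = wells lacking the enzyme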
UGM FP inh: M. tuberculosis UGM enzyme inhibitors, primary screen, biochemical, fluorescence polarization, single point; UDP-galactopyranose mutase (Mycobacterium tuberculosis (strain ATCC 25618 / H37Rv)), …; inhibition, % at 10 µM; actives 0.06% (n = 320,000); purified UGM, fluorescence polarization probe displacement; AID 504406, 2011; in the data active = inhibition above about 10%, passing the limit was not always enough; inconclusive = no clear call, values can overlap the other calls
Target sequence (P9WIQ1 whole entry, looked up): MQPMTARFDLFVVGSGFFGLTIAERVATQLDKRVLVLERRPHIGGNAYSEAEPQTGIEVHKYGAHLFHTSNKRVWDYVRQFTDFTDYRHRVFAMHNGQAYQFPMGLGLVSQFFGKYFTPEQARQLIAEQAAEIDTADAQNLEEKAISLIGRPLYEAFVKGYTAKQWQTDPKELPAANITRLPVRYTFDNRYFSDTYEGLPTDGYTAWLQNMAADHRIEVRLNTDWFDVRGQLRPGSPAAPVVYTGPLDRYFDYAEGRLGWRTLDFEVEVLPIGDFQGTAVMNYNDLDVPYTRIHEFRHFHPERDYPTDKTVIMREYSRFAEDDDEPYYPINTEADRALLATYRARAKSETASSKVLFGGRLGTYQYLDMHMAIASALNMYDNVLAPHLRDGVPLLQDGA
FBA Mtb inh: Mtb FBA enzyme inhibitors, primary screen, biochemical, fluorescence, strain H37Rv; Fructose-bisphosphate aldolase (Mycobacterium tuberculosis (strain ATCC 25618 / H37Rv)), …; purified M. tuberculosis FBA, fluorescence read-out; inhibition, % at 1 µM; actives 2.3% (n = 360,000); in the data active = inhibition above about 27%;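 note: 0% = vehicle and 100% = reference inhibitor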
Target sequence (P9WQA3 whole entry, looked up): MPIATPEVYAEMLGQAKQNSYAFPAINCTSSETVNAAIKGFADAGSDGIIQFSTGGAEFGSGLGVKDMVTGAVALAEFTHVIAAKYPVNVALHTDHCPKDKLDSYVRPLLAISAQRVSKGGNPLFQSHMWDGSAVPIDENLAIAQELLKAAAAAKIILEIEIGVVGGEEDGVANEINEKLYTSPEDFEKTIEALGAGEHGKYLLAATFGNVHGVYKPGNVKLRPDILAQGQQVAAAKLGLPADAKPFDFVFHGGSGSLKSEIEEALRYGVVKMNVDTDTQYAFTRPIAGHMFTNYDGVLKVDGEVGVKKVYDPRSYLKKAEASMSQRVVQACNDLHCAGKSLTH
BioA inh: M. tuberculosis BioA enzyme inhibitors, primary screen, biochemical, plate reader, single point, HTS; purified M. tuberculosis BioA enzyme; inhibition, % at 9.99 µM; actives 0.096% (n = 360,000); AID 602481, 2012; in the data active = inhibition above about 40%; inconclusive = no clear call, values can overlap the other calls
FadD28 binding: inhibitors of FadD28 bisubstrate probe binding, primary screen, biochemical, fluorescence polarization, single point; actives 0.22% (n = 360,000); AID 588549, 2011; inhibition, % at 12.5 µM; Mycobacterium tuberculosis FadD28 fatty-acid-AMP ligase; in the data active = inhibition above about 8.5%, passing the limit was not always enough; inconclusive = no clear call, values can overlap the other calls
PfHsp40 rescue: rescue of yeast from PfHsp40 toxicity, primary screen, S. cerevisiae, ATP luminescence; S. cerevisiae expressing PfHsp40, growth rescue; growth rescue, % at 12.5 µM; actives 0.68% (n = 340,000); in the data active = growth rescue above about 28%, passing the limit was not always enough; inconclusive = no clear call, values can overlap the other calls;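 note: yeast W303a lacking pdr1 and pdr3 grown in galactose medium; growth measured after three days at 30 °C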
BH1578 lux ind: inducers of Vibrio cholerae quorum light production without autoinducers, primary screen, BH1578 luxS cqsA deficient, single point; V. cholerae BH1578 lux reporter, luminescence, 6 h; activation, % at 18.7 µM; actives 0.16% (n = 350,000); AID 588436, 2011; in the data active = activation mostly above about 9.7%, no sharp cut-off; inconclusive = no clear call, values can overlap the other calls; inactive = mostly below about 3.7%; note: not every result past the cut was called active; inactives centre near 0; reference of the scale not given here
TcdB inh: TcdB glycohydrolase inhibitors, primary screen, biochemical, single point, plate reader | inhibition, % at 9.99 µM | Toxin B (Clostridioides difficile), P18177 | TcdB glycohydrolase enzymatic assay | actives 0.24% (n = 350,000); in the data active = inhibition above about 10%
Y pestis TopoI: Yersinia pestis topoisomerase I inhibitors, primary screen, biochemical, cleavage product accumulation, plate reader, single point | DNA topoisomerase I (Yersinia pestis CO92) | Y. pestis Topo-I cleavage product accumulation | activity, % at 10 µM | actives 0.064% (n = 360,000) | AID 504884, 2011; in the data active = activity above about 50%, passing the limit was not always enough; inconclusive = no clear call, values can overlap the other calls; note: inactives centre near 2
Numbers without * were called inactive; i = inactive; ? = inconclusive; nt = no result given; & = joins results of further samples.

item	molecule	GDH-TPI counter	UGM FP inh	FBA Mtb inh	BioA inh	FadD28 binding	PfHsp40 rescue	BH1578 lux ind	TcdB inh	Y pestis TopoI
1	CC(C)CCC(=O)Nc1cc(S(=O)(=O)N2CCOCC2)ccc1N1CCCC1	3	nt	-2	-0.1	-3.0	nt	-0.8	-0.6	-5
2	CC(=O)c1cc(CN2CCN(CC=C(C)C)C(CCO)C2)cs1 (configuration not stated)	6	0.7	1	-0.8	-1.1	-0.9	i	1.0	7
3	CS(=O)(=O)c1cccc(C(=O)Nc2ccc(-c3nc4ccccc4[nH]3)cc2)c1	17	-1.8	-2	-1.4	-2.7	0.3	i	1.2	-7
4	C=CCNC(=O)c1ccccc1NC(=O)C1COc2ccccc2O1 (configuration not stated)	-11	-0.8	5	-0.4	-4.6	-0.7	-0.4	0.5	0
5	CCCC(C(=O)Nc1ccc(S(=O)(=O)N2CCCC2)cc1)c1ccccc1 (configuration not stated)	-4	0.4	-4	0.4	-5.2	0.7	i	0.4	26
6	CCN1C(=O)CC(SC2CC(=O)N(CC)C2=O)C1=O (configuration not stated)	7	nt	-1	nt	0.1	-1.7	nt	-0.7	10
7	Cc1cccc(S(=O)(=O)Nc2nc3ccccc3nc2Nc2cccc(C(=O)O)c2)c1	28	5.6	20	-2.5	?	0.3	-0.4	-1.5	6
8	COc1ccc2oc(C(=O)N3CCCc4ccccc43)c(C)c2c1	6	2.7	-1	-2.1	-2.4	5.0	-1.4	5.3	33
9	CC(C)S(=O)(=O)C/C(N)=N/OS(=O)(=O)c1ccc(Cl)cc1	3	2.2	7	nt	-1.6	0.4	-0.4	2.8	5
10	COc1ccc(C2CCCN2C(=S)Nc2cccc(C)c2C)cc1OC (configuration not stated)	7	2.2	-1	0.0	0.0	0.7	-0.3	1.5	6
11	CC(C)(C)NC(=S)N1CCC(C(=O)c2ccc(F)cc2)CC1	6	0.1	1	27	-2.4	-0.1	-2.3	0.3	5
12	CC(=O)c1c(C)n(-c2ccc(Br)cc2)c2ccc(O)cc12	20	-1.5	-1	0.0	-1.0	-0.9	-2.3	3.2	11
13	COc1cccc(C(=O)N2CCN(c3ncccn3)CC2)c1	1	-1.1	1	0.4	-3.6	-1.4	i	nt	-11
14	O=C(O)C1=C[C@H](c2ccc3c(c2)OCO3)C[C@H](OCCCCO)O1	4	2.7	2	1.3&1.7	-1.8	-1.3	-2.9	-8.8&1.4&-0.1	-2
15	O=C(Oc1ccc(Br)cc1C(=S)N1CCOCC1)c1ccccc1	4	-0.6	1	-1.8	-1.9	0.3	i	0.2	5
16	Cc1ccc(-c2cccc(CN3CCN(C(C)C)C(CCO)C3)c2)o1 (configuration not stated)	3	-1.9	4	nt	-2.2	-2.8	nt	1.6	-5
17	CCN1C(=S)SC(=O)C1=C1C=C(C)N(Cc2ccco2)C(C)=C1	4	-1.0	-23	1.2	2.8	2.5	3.4	nt	-20
18	Cc1cc(C(=O)N/N=C/C=C/c2ccccc2[N+](=O)[O-])c(C)o1	13	-1.5	-2	-0.1	-1.3	-1.4	-0.2	1.0	9
19	O=C(CSc1ccc(-c2ccccn2)nn1)Nc1cccc(F)c1	3	4.4	0	-2.6	-0.7	?	0.0	-0.1	-9
20	CCOc1cc(/C=N/NC(=O)Cc2ccc(C(F)(F)F)cc2[N+](=O)[O-])ccc1O	-6	1.7	1	0.0	0.6	1.0	-0.1	0.3	0
21	CC(C)Cc1ccc(C(C)C(=O)Nc2ccc(O)cc2)cc1 (configuration not stated)	-1	-2.0	0	-7.2	0.2	0.1	i	1.3	-3
22	COC1OC2COC(c3ccccc3)OC2C(NC(C)=O)C1OC(C)=O (configuration not stated)	-1	nt	-3	nt	-4.3	nt	-2.9	-2.9	6
23	O=C(NCCc1ccccc1)c1ccnc(/C=N/O)c1	13	-1.5	-1	-0.7	-5.2	1.8	-0.7	nt	3
24	CCn1c(CC(=O)Nc2ccccc2F)nnc1SCC(=O)Nc1nncs1	-1	1.3	1	2.4	nt	0.1	0.4	1.3	-1
25	Cc1onc(-c2ccccc2)c1C(=O)OCC(=O)NCc1ccc(F)cc1	-11	0.6	-1	-1.0	-4.2	-0.5	i	0.2	16
26	Cc1noc(C)c1COc1ccccc1C(=O)NCCc1ccc(F)cc1	1	nt	0	-0.4	-0.5	-0.3	0.9	0.9	-13
27	Cc1onc(-c2ccccc2)c1C(=O)Nc1nc(-c2ccc(F)c(F)c2)cs1	4	-2.7	-4	-2.2	-1.3	3.5	i	nt	0
28	O=c1cc(C(F)(F)F)nc(SCc2cccc3ccccc23)[nH]1	3	0.6	1	-0.3	-33	-0.9	-0.3	0.6	-4
29	CCOc1ccc(C(=O)N/N=C/c2ccc(SC)cc2)cc1	12	-0.1	-5	-1.4	-1.3	-0.3	i	1.3	-3
30	COc1ccc(CN2CCSCC2)cc1O	-4	-2.0	1	0.3	-2.6	-0.7	-3.8	nt	-4

Sorted by SMILES length (low to high): some entries from above
item	molecule	GDH-TPI counter	UGM FP inh	FBA Mtb inh	BioA inh	FadD28 binding	PfHsp40 rescue	BH1578 lux ind	TcdB inh	Y pestis TopoI
29	CCOc1ccc(C(=O)N/N=C/c2ccc(SC)cc2)cc1	12	-0.1	-5	-1.4	-1.3	-0.3	i	1.3	-3
15	O=C(Oc1ccc(Br)cc1C(=S)N1CCOCC1)c1ccccc1	4	-0.6	1	-1.8	-1.9	0.3	i	0.2	5
22	COC1OC2COC(c3ccccc3)OC2C(NC(C)=O)C1OC(C)=O (configuration not stated)	-1	nt	-3	nt	-4.3	nt	-2.9	-2.9	6

Other results follow:
item	molecule	GDH-TPI counter	UGM FP inh	FBA Mtb inh	BioA inh	FadD28 binding	PfHsp40 rescue	BH1578 lux ind	TcdB inh	Y pestis TopoI
31	O=C(CCN1CCC(c2cccs2)=N1)c1cccs1	-2	2.9	-5	3.3	-2.2	nt	-0.3	3.0	0
32	COc1ccc(CNC(=O)COC(=O)C2CCC(C(C)(C)C)CC2)cc1 (configuration not stated)	-7	-0.3	-2	nt	-1.8	6.9	-0.2	1.2	20
33	Cc1ccc(NC(=O)Cc2nnc(SCC(=O)NC3CCCC3)n2C)c(C)c1	-8	3.3	2	2.0	-1.1	1.1	-0.3	-0.6	0
34	Cc1cc(NC(=O)Cn2nnc(-c3ccccc3N)n2)no1	5	-0.3	-3	nt	-0.4	-1.8	i	nt	-2
35	O=S(=O)(c1ccc(Oc2ncnc3scc(-c4ccccc4)c23)cc1)N1CCOCC1	5	-1.1	2	-0.7	-2.0	1.7	-0.6	nt	24
36	CCCC(=O)C1=C(N(C)c2ccccc2)CC(C)(C)C(C(=O)OC)C1=O (configuration not stated)	17	-1.4	-1	0.1	-2.7	0.1	-0.5	nt	-8
37	Cc1ccc(S(=O)(=O)N2CCOCC2)cc1NC(=O)COC(=O)CNC(=O)c1ccc(C(C)(C)C)cc1	3	0.7	0	nt	1.1	-0.4	i	-0.9	31
38	O=C(Nc1cccc2c1C(=O)NC2=O)c1cccnc1Cl	0	1.4	14	nt	0.4	-0.5	-0.3	1.4	2
39	CC1=C(C(=O)OC(C)C)C(C)NC(=O)N1 (configuration not stated)	0	-0.4	-1	0.7	-2.8	-0.3	-0.2	nt	4
40	Cc1c([N+](=O)[O-])c(C(=O)NC2CCCCC2)nn1C	-5	-2.9	0	-0.5	-5.0	-0.3	-1.1	-0.3	3
41	CCn1c(SCC(=O)Nc2ccc(C(C)=O)cc2)nc2c([nH]c3ccccc32)c1=O	11	-2.3	0	-0.7	-2.8	0.3	-9.2	2.6	5
42	Cc1cccc(CSc2ccc(-c3cccs3)nn2)c1	0	-0.3	1	0.0	-5.4	6.7	-0.4	nt	23
43	COC(=O)c1cn(C)c2ccc(S(=O)(=O)N3CCOCC3)cc2c1=O	1	0.1	-5	nt	-3.1	1.1	-0.3	0.1	0
44	Cc1ccc2c(c1)cc1c(=O)n(CC(=O)NCCN3CCCC3)nc(C)n12	5	1.0	7	0.3	-1.0	2.1	-7.1	nt	0
45	CCOc1ccc(NC(=O)C(C)NS(=O)(=O)c2ccc(NC(C)=O)cc2)cc1 (configuration not stated)	-2	-0.1	-1	nt	-4.3	-3.6	i	-0.4	5
46	O=C(NP(=O)(N1CCOCC1)N1CCOCC1)C1=C(N2CCOCC2)/C(=C\c2ccccc2)CC1	-9	-1.3	6	1.6	-25	-1.3	i	0.0	8
47	COc1cccc(C(=O)/C=C2\Sc3ccccc3N2C)c1	8	0.3	6	0.9	-1.3	5.9	-0.3	9.8	0
48	CCOc1ccc(/C=C2\SC(=S)N(CC(=O)NCCCN3CCOCC3)C2=O)cc1	6	-0.2	-6	-0.1	0.9	0.6	i	0.8	17
49	O=C(CNS(=O)(=O)c1ccccc1)NCc1ccco1	-8	-0.7	-3	0.9	-3.0	-0.1	-0.2	1.0	-5
50	C/C(CC(=O)Nc1cccnc1)=N\NC(=O)C(=O)Nc1cccc(C)c1	7	-1.4	2	nt	0.7	-0.4	-0.2	-0.6	4
51	Cc1ccnc(SCc2ccc([N+](=O)[O-])cc2)n1	-4	-1.6	0	-1.6	0.2	0.7	i	1.1	2
52	C[C@H](CO)N1C[C@H](C)[C@@H](CN(C)S(=O)(=O)c2cccc(F)c2)OCc2cnnn2CCCC1=O	10	nt	6	-5.6&-0.3	-1.5	nt	-0.7	-7.7&-1.8	-6
53	Fc1ccc(Nc2nc(NCc3ccco3)c3ccccc3n2)cc1	-2	1.3	2	2.6	-14	-1.2	-0.9	1.9	-17
54	CC1CCc2c(sc(NC(=O)CSc3nc(N)cc(=O)[nH]3)c2C(N)=O)C1 (configuration not stated)	6	nt	1	nt	-1.9	nt	i	-2.0	14
55	Cc1onc(-c2c(Cl)cccc2Cl)c1CO/N=C(\C#N)c1c(Cl)cccc1Cl	-9	-1.5	2	nt	-4.6	1.5	-0.4	2.0	9
56	COc1ccc(CN(CC(=O)NC2CCCC2)C(=O)CCC(=O)Nc2nccs2)cc1	8	1.9	-2	-3.3	-0.8	-0.9	-0.4	1.0	8
57	COC(=O)/C=c1/sc2n(c1=O)CCN=2	6	-0.7	1	-1.7	-0.2	-0.1	11	nt	-4
58	CCOC(=O)CSc1nc2ccsc2c(=O)[nH]1	-3	3.0	-1	0.5	0.5	-1.4	-0.3	0.6	2
59	COc1ccc2nc3oc(C(=O)N4CCCCC4)cc3cc2c1	24	-1.9	57*	-0.4	1.4	1.8	-7.7	nt	23
60	Cc1ccc(C(=O)Nc2ccn(C)n2)cc1	-9	6.1	0	-0.6	-3.1	-1.9	i	0.6	2
61	CC(=O)c1ccc(NC(=O)c2ccc(C)c(S(=O)(=O)N3CCOCC3)c2)cc1	-1	-4.4	4	4.8	nt	0.1	0.2	-1.0	-3
62	Cc1ccc(S(=O)(=O)N2CCOCC2)cc1C(=O)OCC(=O)c1ccc[nH]1	1	-1.4	1	4.7	-4.1	-0.9	0.7	1.0	3

Entries listed so far containing bromine:
item	molecule	GDH-TPI counter	UGM FP inh	FBA Mtb inh	BioA inh	FadD28 binding	PfHsp40 rescue	BH1578 lux ind	TcdB inh	Y pestis TopoI
12	CC(=O)c1c(C)n(-c2ccc(Br)cc2)c2ccc(O)cc12	20	-1.5	-1	0.0	-1.0	-0.9	-2.3	3.2	11
15	O=C(Oc1ccc(Br)cc1C(=S)N1CCOCC1)c1ccccc1	4	-0.6	1	-1.8	-1.9	0.3	i	0.2	5
